MmCpn inh: Inhibitors of TCP-1 ring complex (TRiC) of Methanococcus maripaludis (MmCpn): qHTS | Chaperonin Mm-Cpn (Methanococcus maripaludis) | purified Mm-Cpn ATPase, ADP Transcreener TR-FRET | Potency, µM (doses to about 76.9 µM), for the others: at the top dose activity, negative = inhibition, hits mostly inhibitors | 330,000 compounds, 0.031% hits | AID 504842, 2011; further: potency means the concentration at half of the fitted maximal effect; on the % scale 0 is the no-effect control and ±100 the full control effect; nearly all actives have a fitted effect of over 80% in size
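ATP (10 uM final) was added to archaeal chaperonin (25 nM final) after 10 min exposure to test compound at 37°C; after 30 min further incubation, ADP was detected by competitive TR-FRET.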
TGFb inhibitor: qHTS for Inhibitors of TGF-b; 410,000 compounds, 1.2% hits; HepG2 CAGA-GFP TGF-b/SMAD3 reporter, GFP fluorescence, 18 h; TGF-beta stimulated, 500 pg/mL final; Potency, µM (titrated, usually from 46.1 µM), without a hit: at the highest dose activity, negative = inhibition, actives largely listed as inhibitors; further: potency means the concentration at half of the fitted maximal effect; on the % scale 0 is the no-effect control and ±100 the full control effect; nearly all actives have a fitted effect of over 65% in size
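HEPG2 CAGA-GFP cells (1000/well, DMEM with 1% FBS) were pre-incubated 2 h at 37 degrees C, given compound by pin tool, then stimulated with TGF-beta at 500 pg/mL final for 18 h before per-cell GFP fluorescence imaging.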
Nrf2 activator: qHTS of Nrf2 Activators. AREc32 ARE-luciferase reporter (MCF7-derived line), luminescence, 24 h. Potency, µM (titrated, usually from 46.1 µM), without a hit: top-dose activation, actives largely listed as activators. 410,000 compounds, 0.31% hits; further: potency means the concentration at half of the fitted maximal effect; % of control where 0% means no effect; nearly all actives have a fitted effect of over 65% in size
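AREc32 cells carrying an ARE-driven firefly luciferase reporter were seeded at 1000 cells/well in OPTI-MEM with 5% FBS, then exposed to compound for 24 hr at 37 deg C. Luminescence was read with Steady-Glo after 30 min at RT.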
A549 viability: Nrf2 qHTS screen for inhibitors: counterscreen for cytotoxicity; A549 ARE-Fluc cells, CellTiter-Fluor viability, 18-24 h; Potency, µM (series often up to 46 µM), for the others: at the top dose activity change, negative = cytotoxicity, usual class: inhibitors; 390,000 compounds, 0.16% hits; AID 504648, 2011; further: potency means the concentration at half of the fitted maximal effect; on the % scale 0 is the no-effect control and ±100 the full control effect
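A549 ARE_Fluc cells in 5% FBS OPTI-MEM were exposed to compounds in concentration-response for 18-24 h at 37 deg C. Viability was read by CellTiter-Fluor fluorescence (Ex 405/Em 525) after 30 min, before the luciferase read.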
HepG2 viability: qHTS for Inhibitors of TGF-b: Cytotox Counterscreen | Potency, µM (doses to about 46.1 µM), for the others: at the highest dose activity change, negative = cytotoxicity, usual class: cytotoxic | HepG2 CAGA-GFP viability, ATP luminescence, 18 h | 410,000 compounds, 0.76% hits; further: potency means the concentration at half of the fitted maximal effect; some results filed as inactive show a strong effect at the top dose
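CellTiter-Glo luminescence gave cytotoxicity after 18 hours at 37 degrees C. The cells were HepG2 CAGA-GFP in 1% FBS DMEM, stimulated with 500 pg/mL TGF-beta after compound addition. %Activity was normalised to no-cell wells (complete cell-killing) and DMSO (no toxicity), and curves were fitted and classified.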
S2 tox: Viability Counterscreen for Primary qHTS for Inhibitors of ATXN expression; S2 cells (HEK-293 line with an ATXN2-luciferase reporter) viability, CellTiter-Fluor protease fluorescence, 24 h; Potency, µM (doses to about 56.7 µM), usual class: cytotoxic; 400,000 compounds, 0.49% hits; further: potency means the concentration at half of the fitted maximal effect; nearly all actives have a fitted effect of over 40% in size
CCT modulator: High-Throughput Screening for Modulators of Cytosolic Chaperonin Activity. purified chaperonin ATPase assay, HTRF ADP detection, 30 min. activity change, % (no concentration beside the values), hits read low. 360,000 compounds, 0.3% hits; in the data active means activity change below about -30%; further: on the % scale 0 is the no-effect control and ±100 the full control effect
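First, chaperonin was dispensed at 40 nM or 20 nM final depending on batch activity. Next, compounds were pinned at 76 uM and ATP added at 10 uM. After 30 min at 37 °C, ADP detection reagents ran 30 min at ambient temperature.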
Nrf2 inh: Nrf2 qHTS screen for inhibitors; A549 ARE-Fluc reporter, luciferase luminescence, 18-24 h; 360,000 compounds, 2.1% hits; Potency, µM (doses to about 46 µM), for the others: at the top dose activity change, negative = inhibition, usual class: inhibitors; further: potency means the concentration at half of the fitted maximal effect; on the % scale 0 is the no-effect control and ±100 the full control effect; nearly all actives have a fitted effect of over 60% in size
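Nrf2 activity is the BugLite luminescence, read 15 min after reagent at room temperature, following CellTiter-Fluor cytotoxicity readout (30 min, 37C). Compound titrations were applied for 18-24 h to 5000 A549 ARE_Fluc cells/well in 5% FBS OPTI-MEM.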
pAkt inh: HTS Assay for Inhibitors of Akt Phophorylation: Primary Screen. Neuro2A IGF-stimulated pAkt S473 HTRF, 20 min; active compounds read low. activity change, % for hits at 50 µM. 360,000 compounds, 0.32% hits. AID 651550, 2012; in the data active means activity change below about -80%; inconclusive means mostly about -51% to -80%; further: on the % scale 0 is the no-effect control and ±100 the full control effect
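Neuro2A cells (4,500/well, DMEM with 0.5% FBS) were treated with compound at a single 50 µM final concentration, stimulated with 6 nM IGF for 20 min at 37 °C, and lysed. Phospho-Akt Ser473 was read by HTRF as 665/615 ratio ×10^4.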
* hit, by the source's call; i = inactive; u = inconclusive; x = not tested or not shown; [ ] = remark or other dose. Unless noted, the call rests on the fitted dose curve; in most records, active means well fitted curve in the direction sought with a large enough effect; inconclusive means small, poorly fitted or top-dose-only effect, or another doubt; inactive means no such curve, though single readings can be large; an effect the other way counts as inactive or inconclusive. Rows are unselected; about 4.4% have a hit in one of these screens.

smiles | MmCpn inh | TGFb inhibitor | Nrf2 activator | A549 viability | HepG2 viability | S2 tox | CCT modulator | Nrf2 inh | pAkt inh
O=[N+]([O-])c1cccc(S(=O)(=O)N2CCCCCC2)c1 | 1% | -2% | 0.4% | 1% | -4% | i | -0.5 | -4% | i
COCC(=O)N1CCc2cc(OC)c(OC)cc2C1COc1ccc2c(C)cc(=O)oc2c1 (stereo unspecified) | x | u | -0.3% | 0% | -50% | i | x | -7%[9.27 µM] | x
COc1ccc(C(=O)N/C(=C\c2ccccc2)C(=O)Nc2ccc(C(=O)O)cc2)cc1 | 0% | 7% | -0.9% | -4% | 5% | i | -0.9 | -15% | i
Cc1c(C(=O)NCc2ccco2)oc2ccccc12 | 1% | -11% | 14µM* | 5% | -44% | i | -0.2 | 2% | i
Cn1cc(CC(=O)N2CCN(c3ccccc3F)CC2)c2ccccc21 | 0% | -12% | 0.4% | -2% | -14% | i | 0.3 | -17% | i
CCc1ccc(OCCCCN(C)Cc2ccccc2)cc1 | -3% | -25% | 4.1% | -5% | -38% | i | -2.2 | -3% | i
CN(C)c1ccc(C2CC(=O)OC3=C2C(=O)CC(C)(C)C3)cc1 (stereo unspecified) | -2% | -1% | 0.1% | 0% | 0% | i | -3.8 | -15% | i
C=CCOc1ccc(CN(C)CC(O)COc2ccc(CCC(C)=O)cc2)cc1 (stereo unspecified) | -1% | -18% | 2.6% | -5% | -26% | i | -1.7 | -16% | i
O=C(O)CCSc1nnc(SCC(=O)NC2CCS(=O)(=O)C2)s1 (stereo unspecified) | -1% | -7% | -0.1% | -12% | -2% | i | -0.3 | -3% | i
CCCCOc1ccc(C(=O)NCC(=O)NCC2CCCO2)cc1 (stereo unspecified) | -5% | 1% | 0.1% | 0% | 7% | i | 0.6 | 2% | i
CC(C)C(=O)Nc1nnc(SCC(=O)NCc2cccs2)s1 | -1% | -2% | -0.6% | 7% | 2% | i | 1.5 | u | i
Cc1ccc(C(=O)c2sc(Nc3ccc(F)cc3)nc2N)c(C)c1 | x | 13µM* | -2.8% | 2% | -75% | i | x | u | x
NC(=O)c1ccc(NC(=O)CCN=C2NS(=O)(=O)c3ccccc32)cc1 | 1% | -16% | -0.1% | -2% | 4% | i | -1.0 | 6% | i
Cc1sc2ncnc(SCC(=O)NNC(=O)COc3cccc4ccccc34)c2c1C | -1% | u | -0.8% | 5% | -23% | u | 1.5 | -7% | i
NS(=O)(=O)c1ccc(C(=O)Nc2ccc(-c3nc4cccnc4s3)cc2)cc1 | 2% | -5% | -0.1% | 0% | 7% | i | -0.7 | u | i
COc1cccc(S(=O)(=O)N2CCOCC2)c1 | 1% | -10% | -0.4% | 11% | 10% | i | -0.3 | x | i
Nc1nc(-c2ccc3c(c2)NC(=O)CO3)cs1 | -2% | 2% | 2.1% | 2% | 2% | i | -5.5 | 12% | i
CCCc1nc(N)c(C#N)c(-c2cccnc2)c1CC | -2% | -1% | 0.3% | 1% | 6% | i | 0.1 | -25% | i
O=C(Nc1ccc(S(=O)(=O)N2CCCCC2)cc1)c1ccncc1 | -1% | -20% | 0.1% | -1% | -17% | i | -0.3 | u | i
COc1cc(OC)cc(C(=O)Nc2ccc(-c3nc4ccccc4s3)c(C)c2)c1 | x | -9% | 0.7% | 0% | -15% | i | x | x | x
COc1ccccc1NC(=O)CSc1nnc(-c2ccccc2C)o1 | x | 20% | 3.7% | 3% | -40% | i | x | u | x
C/C=C/CSc1nc2c(c(=O)[nH]c(=O)n2C)n1C(C)C | 0% | -9% | -0.6% | x | 2% | i | -0.8 | -24% | i
Cc1ccc(C(=O)NCC(=O)OCC(=O)Nc2ncc(C(F)(F)F)cc2Cl)cc1 | 2% | -3% | -0.4% | 4% | 12% | i | 1.7 | 2% | i
COc1cc(NC(=O)CSc2ncnc3c2cnn3Cc2ccccc2)cc(OC)c1 | -2% | -4% | -0.4% | -12% | -14% | i | 0.1 | u | i

3 entries out of the list, sorted by length of the SMILES, smallest number first:
smiles | MmCpn inh | TGFb inhibitor | Nrf2 activator | A549 viability | HepG2 viability | S2 tox | CCT modulator | Nrf2 inh | pAkt inh
Cc1c(C(=O)NCc2ccco2)oc2ccccc12 | 1% | -11% | 14µM* | 5% | -44% | i | -0.2 | 2% | i
O=[N+]([O-])c1cccc(S(=O)(=O)N2CCCCCC2)c1 | 1% | -2% | 0.4% | 1% | -4% | i | -0.5 | -4% | i
NC(=O)c1ccc(NC(=O)CCN=C2NS(=O)(=O)c3ccccc32)cc1 | 1% | -16% | -0.1% | -2% | 4% | i | -1.0 | 6% | i

The list continues:
smiles | MmCpn inh | TGFb inhibitor | Nrf2 activator | A549 viability | HepG2 viability | S2 tox | CCT modulator | Nrf2 inh | pAkt inh
Cc1cc(C)nc(NC(=O)CN2C(=O)c3ccccc3S2(=O)=O)n1 | -1% | 0% | -0.4% | -9% | -20% | u | 0.4 | 11% | i
O=C(Cc1ccsc1)Nc1ccccc1F | -3% | 1% | -0.2% | 1% | -3% | i | 0.6 | 22% | i
Cc1cc(C)c(S(=O)(=O)NCCn2ccc3ccccc32)c(C)c1 | -1% | u | 3.8% | 18% | -19% | i | 0.2 | 1% | i
CCC(C)N(C(=O)CSc1ncnc2sccc12)C1CCS(=O)(=O)C1 (stereo unspecified) | -2% | -29% | -0.5% | -2% | -28% | i | 1.6 | -23% | i
COC(=O)C1=CO[C@@H](C)[C@H]2CN3CCc4c([nH]c5ccccc45)[C@@H]3C[C@H]12 | -4% | -19% | 0.3% | -6% | -15% | i | 0.1 | 0% | i
Cn1c(CNC(=O)c2cccs2)n[nH]c1=S | -1% | 12% | -0.8% | -4% | 25% | i | -0.2 | -1% | i
COc1ccccc1N(CN1C(=O)c2ccccc2C1=O)C(=O)c1cccc(C)c1 | -1% | -26% | -0.7% | 2% | 0% | i | 1.2 | 5% | i
CC1=C(C(=O)N2CCOCC2)CC(CC(=O)NCCN2CCOCC2)C(=O)N1Cc1ccccc1 (stereo unspecified) | x | -22% | 0.1% | x | 0% | i | -0.7 | x | i

The results go on:
The line under a structure holds: MmCpn inh, TGFb inhibitor, Nrf2 activator, A549 viability, HepG2 viability, S2 tox, CCT modulator, Nrf2 inh, pAkt inh
- CCOc1ccc(Cn2nnc(C(=O)Nc3ccc(Cl)cc3)c2N)cc1
→ x, -26%, -0.8%, 1%, 3%, i, x, 12%, x
- COc1ccccc1C(=O)NCCC(=O)NNC(=O)Cn1ccc(C(F)(F)F)n1
→ 1%, 5%, 0.1%, 3%, 0%, i, -1.4, 4%, i
- Cc1ccc(NC(=O)c2cc(S(=O)(=O)N3CCCCC3)c[nH]2)cc1N(C)C
→ x, 1%, 0.5%, 4%, 0%, i, x, 15%, x
- CCOC(=O)C1(CCc2ccccc2)CCN(Cc2ccccn2)CC1
→ 5%, u, 3.7%, 0%, -10%, i, -0.2, 3%, i
- CC1CN(c2nc3ccccc3nc2NS(=O)(=O)c2ccccc2)CC(C)O1 (stereo unspecified)
→ -4%, 5%, 0.4%, -14%, -4%, i, -0.6, u, i
- Cn1c(=O)c(NC(=O)c2ccccc2)c2n(c1=S)CCCCC2
→ -1%, -3%, 3.5%, 0%, 3%, i, -0.4, -1%, i
- Fc1cccc(/C=N/Nc2nccnc2Cl)c1
→ -2%, 16%, 16%, -6%, -96%, i, -1.9, u, i
- CSc1ccc(C(=O)c2[nH]c(=O)[nH]c2C)cc1
→ -2%, 3%, 0.0%, -16%, -20%, i, -2.5, -1%, i
- COc1ccc(/C=N/Nc2nc(Nc3ccccc3)nc(N3CCCC3)n2)cc1
→ -1%, u, 4.2%, 6%, -17%, i, -9.1, u, i
- O=C(NC1CCCC1)C(c1ccncc1)N(C(=O)c1csnn1)c1ccccc1 (stereo unspecified)
→ -1%, -5%, -0.2%, 0%, 4%, i, -0.3, 8%, i
- Nc1nc(N)n(-c2ccccc2)c(=Nc2ccccc2)n1
→ 1%, -7%, 0.1%, -1%, 2%, i, -0.2, 1%, i
- Cc1ccc(C2C=C(c3ccccc3)Nc3nc(NS(C)(=O)=O)nn32)cc1 (stereo unspecified)
→ x, -3%, 0.3%, u, 4%, x, x, 10%, x
- N#Cc1ccsc1NC(=O)CN1CCOCC1
→ 0%, -12%, -0.6%, -5%, -9%, i, -0.3, -2%, i
- Cc1cccc(NS(=O)(=O)c2c(C(=O)N3CCCC3)c(C)n(C)c2C)c1
→ -2%, -9%, -0.3%, 8%, 2%, i, -2.1, -17%, i
- O=C(NCc1ccncc1)c1cc(S(=O)(=O)N2CCOCC2)c(Cl)cc1Cl
→ 0%, 17%, 0.5%, 0%, -4%, i, -2.8, 4%, i
- O=[N+]([O-])c1ccc(N2CCN(c3ccccn3)CC2)c(Cl)c1
→ 1%, -4%, 0.9%, -20%, 0%, i, 0.1, u, i
- CCOc1ccc2nc(SCC(=O)c3cccs3)sc2c1
→ -7%, -3%, 2.3%, -5%, -25%, i, 0.6, u, i
- CCN1CCN(CCCNC(=O)CCC(=O)N2CC(C)Oc3ccc(C)cc32)CC1 (stereo unspecified)
→ 0%, -2%, -0.7%, 1%, 2%, u, 1.7, 10%, i
